# Assay outcomes deposited in PubChem BioAssay by The Scripps Research Institute Molecular Screening Center.
# CHRM5 agonist: agonists of human muscarinic M5 receptor (CHRM5); CHO-K1 hM5 cells, Fluo-8 calcium fluorescence; 0% DMSO wells, 100% maximal acetylcholine response; 360,000 compounds, 0.19% hits; activation, % at 3 µM; AID 624037;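 active = activation above the run's mean over test compounds plus 3 SD, cut at about 23% in these data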;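 also: signal is peak over basal fluorescence ratio across the kinetic read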
# Target sequence (P08912 whole entry, looked up): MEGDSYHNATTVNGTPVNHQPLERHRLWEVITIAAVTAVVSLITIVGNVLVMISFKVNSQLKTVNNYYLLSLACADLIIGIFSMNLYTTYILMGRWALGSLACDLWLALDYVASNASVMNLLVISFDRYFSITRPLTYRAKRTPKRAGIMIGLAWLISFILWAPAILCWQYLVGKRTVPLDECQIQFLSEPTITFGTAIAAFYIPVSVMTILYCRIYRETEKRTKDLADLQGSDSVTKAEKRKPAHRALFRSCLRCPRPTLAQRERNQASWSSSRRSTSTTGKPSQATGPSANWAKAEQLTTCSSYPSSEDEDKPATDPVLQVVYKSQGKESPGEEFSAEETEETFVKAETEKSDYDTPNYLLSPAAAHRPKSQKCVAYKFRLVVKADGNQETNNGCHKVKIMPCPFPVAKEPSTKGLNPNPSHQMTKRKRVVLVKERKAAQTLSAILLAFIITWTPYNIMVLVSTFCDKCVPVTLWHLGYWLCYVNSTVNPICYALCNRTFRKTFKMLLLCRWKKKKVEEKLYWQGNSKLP
# CHRM1 agonist: activates human CHRM1 receptor | 360,000 compounds, 0.33% hits | CHO-K1 hM1, Fluo-8 calcium fluorescence, agonist mode; 0% DMSO, 100% acetylcholine EC100 | P11229 | activation, % at 3 µM;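 active = activation above the run's mean compound activation plus 3 SD, cut at about 16% in these data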;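 also: peak over basal fluorescence ratio within a 140 s kinetic read after compound addition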
# Target sequence (P11229 whole entry, looked up): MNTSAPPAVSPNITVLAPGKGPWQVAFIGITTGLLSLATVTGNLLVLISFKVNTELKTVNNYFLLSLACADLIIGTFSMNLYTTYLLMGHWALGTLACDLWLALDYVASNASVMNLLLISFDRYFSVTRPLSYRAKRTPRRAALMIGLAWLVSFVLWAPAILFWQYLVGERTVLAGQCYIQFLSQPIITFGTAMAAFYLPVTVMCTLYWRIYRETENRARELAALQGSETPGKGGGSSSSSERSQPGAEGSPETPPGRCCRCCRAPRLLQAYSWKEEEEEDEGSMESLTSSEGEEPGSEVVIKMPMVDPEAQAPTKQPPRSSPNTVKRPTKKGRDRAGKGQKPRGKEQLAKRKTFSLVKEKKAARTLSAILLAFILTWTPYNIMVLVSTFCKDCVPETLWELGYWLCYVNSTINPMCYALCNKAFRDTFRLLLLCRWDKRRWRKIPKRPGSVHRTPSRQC
# CHRM5 antagonist: antagonists of human muscarinic M5 receptor (CHRM5); P08912; CHO-hM5 cells, Fluo-8 calcium fluorescence, ACh EC80; inhibition, % at 3 µM; 360,000 compounds, 0.59% hits; AID 624040;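 active = inhibition above a per-plate cutoff, the mean of that plate's test compounds plus 3 SD, cut at about 27% in these data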;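 also: 0% = acetylcholine EC80 with DMSO and 100% = DMSO without agonist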
# M5 PAM: positive allosteric modulators of human muscarinic M5 receptor; P08912; CHO-K1 hM5, Fluo-8 calcium, ACh EC20 PAM; 0% = ACh EC20, 100% = ACh EC100; activation, % at 3 µM; 360,000 compounds, 0.3% hits;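 active = activation above the run cutoff, the mean activation of all test compounds plus 3 SD, cut at about 18% in these data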
#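 Probe or stimulus: acetylcholine, EC20 level; Assay system: human M5 receptor in CHO-K1 cells; Schedule: compound preincubation 140 s before EC20 acetylcholine addition; Technique: intracellular calcium via Fluo-8 fluorescence; Dosing: single-point, 3 µM nominal; Read-out basis: percent activation from peak-over-basal fluorescence ratio, scaled EC20-to-EC100 acetylcholine; Repeats: one well per compound, no replicates.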
# CHRM1 PAM: potentiates human M1 receptor response to acetylcholine | activation, % at 3 µM | CHO-K1 hM1, Fluo-8 calcium fluorescence, ACh EC20; 0% = ACh EC20, 100% = maximal ACh | 360,000 compounds, 0.088% hits | P11229; in the data active = activation above about 19%, passing the limit was not always enough
# TAAR1 ag: agonists of human TAAR1; Q96RJ0; CHO RD-HGA16 TAAR1, Fluo-8 calcium fluorescence; vehicle wells 0%, saturating PEA agonist 100%; activation, % at 3 µM; 360,000 compounds, 0.99% hits;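 active = activation above the mean activation of all test compounds in the run plus 3 SD, cut at about 38% in these data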
#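 Test system: RD-HGA16 (CHO) cells co-expressing Gα16 and hTAAR1 / Benchmarks: DMSO vehicle as 0%, PEA at EC100 as 100% / Repeats: no replicates (n 1) / Measure: % activation from peak over basal fluorescence ratio, DMSO-to-PEA scaled / Timing: 17-24 h plating, Fluo-8 75 min 37 °C, 30 min RT / Technique: kinetic Fluo-8 calcium fluorescence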
# M4 ag: CHRM4 agonism in calcium assay; P08173; CHO-K1 hM4/Gqi5, Fluo-8 calcium fluorescence; vehicle 0%, full acetylcholine response 100%; activation, % at 3 µM; 360,000 compounds, 0.14% hits; AID 624127;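 active = activation above the run mean over all test wells plus 3 SD, cut at about 32% in these data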;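 also: peak over basal fluorescence ratio per well then scaled between controls; 0% = DMSO wells and 100% = acetylcholine at EC100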
# M1 antag: antagonists of human M1 muscarinic receptor; P11229; CHO-K1 hM1, Fluo-8 calcium fluorescence, ACh EC80 antagonist; inhibition, % at 3 µM; 360,000 compounds, 1.3% hits; AID 588852;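 active = percent inhibition above its own plate's cutoff, namely the mean of that plate's compound wells plus 3 SD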;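 also: peak over basal fluorescence ratio during 140 s after agonist addition; 0% = ACh EC80 plus DMSO and 100% = DMSO alone without agonist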
# CHRM4 antagonist: CHRM4 antagonism in calcium assay. P08173. CHO-hM4 cells, ACh EC80, Fluo-8 calcium fluorescence. inhibition, % at 3 µM. 360,000 compounds, 0.73% hits. AID 624125;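 active = inhibition above its plate's cutoff, the mean inhibition of sample wells plus 3 SD, cut at about 27% in these data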;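 also: 0% = acetylcholine EC80 with DMSO and 100% = DMSO without agonist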
# Numbers without * were called inactive; x = not tested or not shown.
# Preview:
SMILES,CHRM5 agonist,CHRM1 agonist,CHRM5 antagonist,M5 PAM,CHRM1 PAM,TAAR1 ag,M4 ag,M1 antag,CHRM4 antagonist
OCCNCCOc1ccccc1-c1ccccc1,-12,-6,5,-8,-6,1,1,16,-5
Cn1ncc2c(NNC(=O)c3ccc(O)cc3)ncnc21,0,2,6,1,9,13,0,-9,1

# Results (from the top)
SMILES,CHRM5 agonist,CHRM1 agonist,CHRM5 antagonist,M5 PAM,CHRM1 PAM,TAAR1 ag,M4 ag,M1 antag,CHRM4 antagonist
OCCNCCOc1ccccc1-c1ccccc1,-12,-6,5,-8,-6,1,1,16,-5
Cn1ncc2c(NNC(=O)c3ccc(O)cc3)ncnc21,0,2,6,1,9,13,0,-9,1
Cc1onc(-c2ccccc2)c1C(=O)NCc1ccc(F)cc1,-11,-6,6,4,-2,6,1,2,-5
COc1ccc(CC(=O)NCc2nc(-c3ccccc3)no2)cc1,-1,-3,-6,3,4,1,2,1,-13
Cc1cc(C(C)(C)C)oc1C(=O)N(CC(=O)NC1CCCC1)c1ccc(F)cc1,10,0,3,-2,-2,35,5,12,8
COc1ccc(-c2nc(SC(CC(=O)NCc3ccccc3)c3ccc(OC)c(OC)c3)n[nH]2)cc1 (stereo unspecified),-1,-10,4,-1,3,13,2,-5,12
O=C(N/N=C1\C2CN3CCN(C2)CC1(c1ccccc1)C3)Nc1ccccc1,1,-5,-18,-1,-1,3,0,1,1
CC1=CS(=O)(=O)CC1Sc1ncn[nH]1 (stereo unspecified),2,-2,2,1,-8,8,0,4,-3
CCCN(CC(=O)Nc1ccccc1OC)C(=O)CCC(=O)c1ccc(OCC)cc1,-1,-4,8,3,-3,2,6,12,9
COc1cccc(NC(=O)c2nc3nc(C)cc(C(F)F)n3n2)c1,0,-3,3,-5,8,1,1,-17,-21
CCO[C@@H]1OC(C(=O)N2CCN(Cc3ccc4c(c3)OCO4)CC2)=C[C@H](C)[C@H]1CCCO,1,-4,7,-3,4,3,3,-8,-9
COc1ccccc1NC(=O)CN1CCC(C(=O)c2ccc(F)cc2)CC1,0,-3,1,-3,4,14,2,-7,4
O=C(N=C1SC2CS(=O)(=O)CC2N1c1ccc(Cl)cc1Cl)C1CC1 (stereo unspecified),-3,-1,8,0,1,5,1,-4,0
COc1ccc([N+](=O)[O-])c(OC)c1C(=O)NC(=O)Nc1c(C)cccc1C,-6,-6,5,2,11,0,2,-10,-11
O=C(/C=C/c1c(F)cccc1Cl)c1ccc(F)cc1,0,-3,-2,1,10,12,-1,-6,9
COc1cc(/C=N/NC(=O)C(=O)NCC2CCCO2)ccc1O (stereo unspecified),-3,-1,0,0,6,2,0,-10,-10
CCOc1ccc(N(C(=O)c2snc(C(N)=O)c2N)C(C(=O)NC2CCCC2)c2ccncc2)cc1 (stereo unspecified),-1,-3,4,2,11,0,0,-8,-2
COc1ccc(NC(=O)c2sccc2-n2cccc2)cc1,-3,-7,2,2,6,-1,2,-3,1
NC(=O)c1c(N)[nH]c(C(=O)c2ccccc2)c1-c1ccccc1Br,-1,x,6,-4,x,5,7,x,-11
Nc1[nH]c(=O)[nH]c(=O)c1N=Nc1ccc(C(=O)O)cc1,-2,-2,4,1,6,0,0,-7,4
O=C(O)c1ccc2c(c1)OCCO2,0,-2,5,2,10,5,1,-15,3
O=[N+]([O-])c1ccc(Nc2nccc(Cl)n2)cc1,-10,-10,8,-18,-11,3,-1,19,-14
COc1ccccc1OCCNC(=O)c1ccc(C(C)(C)C)cc1,-3,0,-8,20*,-2,-2,3,6,7
CCC(C)Sc1ccc([C@H]2N[C@@](C)(C(=O)OC)[C@H]3C(=O)N(C)C(=O)[C@@H]23)cc1 (stereo partly specified),3,-4,6,-1,3,5,2,3,1
S=C(NCc1ccncc1)Nc1ccc(Cl)cc1Cl,3,-7,3,-10,2,7,5,-2,0

# Part of the list above in order of formula weight, lowest first:
SMILES,CHRM5 agonist,CHRM1 agonist,CHRM5 antagonist,M5 PAM,CHRM1 PAM,TAAR1 ag,M4 ag,M1 antag,CHRM4 antagonist
O=[N+]([O-])c1ccc(Nc2nccc(Cl)n2)cc1,-10,-10,8,-18,-11,3,-1,19,-14
Cc1onc(-c2ccccc2)c1C(=O)NCc1ccc(F)cc1,-11,-6,6,4,-2,6,1,2,-5
CCC(C)Sc1ccc([C@H]2N[C@@](C)(C(=O)OC)[C@H]3C(=O)N(C)C(=O)[C@@H]23)cc1 (stereo partly specified),3,-4,6,-1,3,5,2,3,1

# Continued.
SMILES,CHRM5 agonist,CHRM1 agonist,CHRM5 antagonist,M5 PAM,CHRM1 PAM,TAAR1 ag,M4 ag,M1 antag,CHRM4 antagonist
CC(=O)Nc1sc2c(c1C#N)CCCC2,0,0,-3,-3,12,3,1,-21,-5
CCC(C)NC(=O)C(Cc1ccccc1)NS(=O)(=O)c1cccc2nsnc12 (stereo unspecified),-8,-2,0,-7,13,5,0,-17,2
O=C(N/N=C/c1c[nH]c2ccc(Br)cc12)c1ccncc1,-1,-1,3,5,8,3,5,-1,-4
NC(=O)c1ccc(N2CCN(c3ccccc3O)CC2)c([N+](=O)[O-])c1,7,6,9,-17,-1,11,13,-2,-8
Cn1cc(CC(=O)NCCCN2CCCC2)c2ccccc21,-4,-5,2,3,3,9,1,-1,2
CCOC(=O)N1CCN(C(=O)c2cccc(N3C(=O)NC4CC3(C)Oc3ccccc34)c2)CC1 (stereo unspecified),0,-1,0,5,8,10,0,-12,6
CCn1nc([N+](=O)[O-])c2c(-c3nc4ccccc4o3)c(N)n(CCCOC)c2c1=O,3,-5,-2,5,-3,0,1,13,1
O=C(O)c1ccccc1Nc1ccc(OC(F)F)cc1,4,-1,10,-4,23,-2,1,-24,-3
NNC(=O)c1c[nH]c2ccc(OCc3ccccc3)cc12,1,-1,10,-7,-2,0,0,8,-2
COc1ccc(S(=O)(=O)NC(C)C(=O)NC2CC2)cc1C (stereo unspecified),-3,-3,6,1,3,0,0,-8,6
COc1cc2c(cc1OC)CN(S(=O)(=O)c1ccccc1F)CC2,-2,-1,10,-5,8,0,3,-14,4
CCOC(=O)C1(Cc2cccc(F)c2)CCN(Cc2c(C)nn(CC)c2C)CC1,-12,-4,13,0,-3,12,1,1,0
CCN1CCN(C(=S)c2ccc(Br)cc2)CC1,-3,-9,-2,-7,-6,16,1,10,11
COc1ccc2nc(/N=C(\N)NC(=O)Nc3ccccc3)nc(C)c2c1,1,-11,10,1,3,9,2,-12,9
Cc1ccc(S(=O)(=O)N2CCCC2C(=O)N(C)Cc2cccs2)cc1 (stereo unspecified),-4,-3,2,-10,2,3,1,-9,-1
CCN(C(=O)c1cccc(S(=O)(=O)N2CCc3ccccc32)c1)C1CCS(=O)(=O)C1 (stereo unspecified),-1,3,16,0,8,3,2,11,3
COc1ccc(CCNC(=S)Nc2ccc(S(=O)(=O)Nc3ncccn3)cc2)cc1OC,-1,-3,7,-3,1,1,0,-2,3
Cc1cc(C(=O)OCc2nc3ccccc3s2)c(C)o1,-1,1,1,5,5,6,-1,0,-16
O=C(CSc1ncccn1)N/N=C/c1ccccc1[N+](=O)[O-],3,-4,-2,-3,2,7,1,3,10
CNc1ccccc1C(C)(C)c1cc(C)[nH]n1,-4,-6,-3,6,7,0,1,4,-1
Cc1cccc(N(NC(=O)C(C)(C)O)C(=O)c2ccccc2)c1,-1,-3,9,-1,1,2,0,2,5
CCC(C)NC(=O)C1CCC(=O)N1Cc1ccc(C)cc1 (stereo unspecified),1,-2,0,3,12,-2,1,-12,2
O=C(CCC(=O)NNC(=O)COc1ccc(Br)cc1)NCc1ccccc1,-2,-4,-5,3,12,3,0,-5,-1
O=C(CSc1n[nH]c(=O)n1C1CC1)Nc1ccccc1,-2,-2,7,-2,6,-1,0,-1,6
O=C(CCc1c[nH]c2ccccc12)NCC(=O)Nc1ccc(F)c(F)c1F,-2,-7,4,8,8,2,0,-8,4
# Other results follow.
SMILES,CHRM5 agonist,CHRM1 agonist,CHRM5 antagonist,M5 PAM,CHRM1 PAM,TAAR1 ag,M4 ag,M1 antag,CHRM4 antagonist
Nc1ccc(S(=O)(=O)c2cccc(N)c2)cc1,0,-4,-9,3,-2,3,1,5,-1
Clc1ccccc1OCCn1ccnc1,-10,-7,-5,-3,-6,9,1,10,8
CN(c1ccc(OCC(=O)OCC(=O)NC2CCCC2)cc1)S(=O)(=O)c1ccc2ccccc2c1,0,-5,15,-5,-1,2,9,5,12
COc1ccc(N(CC(=O)N/N=C/c2ccc(N(C)C)cc2)S(=O)(=O)c2ccccc2)cc1,-7,-4,4,-5,-4,0,-1,2,7
O=C(O)CNC(=O)C12CC3CC(CC(Cl)(C3)C1)C2,-2,-3,0,9,6,10,1,-4,-10
CCOc1ccc(NC(=O)NCc2cccn2C)cc1,-6,-6,2,4,2,9,0,-5,-5
COc1ccc(NC(=O)N2CCN(CCC#N)CC2)cc1,-2,-3,3,-7,3,8,1,0,-5
O=C(CCSc1nc(-c2ccco2)cc(C(F)(F)F)n1)NCc1ccccn1,0,-2,9,-10,-6,-1,11,22,13
NCCCC[C@H]1CNC(=O)C(=O)N1CCc1cc(C(F)(F)F)cc(C(F)(F)F)c1,-4,-13,13,-15,-17,3,10,18,3
Cc1nc(N2CCCCC2)c2c(-c3cccs3)csc2n1,-5,-5,15,-6,-4,2,6,8,5
CC(=O)Nc1ccc2ccc3cccc4ccc1c2c34,-7,-5,-12,1,4,2,1,-2,-4
CCOC(=O)/C=C/c1ccc2oc3ccccc3c(=O)c2c1,0,-3,17,-5,-1,-1,-1,3,2
Cc1ccc(NN2C(=O)C=C(c3ccccc3)C2=O)cc1,15,1,14,9,5,52*,5,5,35*
O=Cc1cc(N=Nc2cccc(C(=O)O)c2)ccc1O,-2,-3,8,-3,5,3,1,1,0
O=C(CSc1nnc(CNC(=O)c2cccs2)o1)c1ccc(Cl)cc1,0,2,10,-13,-6,7,14,9,-10
CC(OC(=O)/C=C/c1ccco1)C(=O)NC1CCCCC1 (stereo unspecified),0,-6,0,-1,8,0,0,-7,-7
CCOC(=O)CSc1nnc(NC(=O)c2ccco2)s1,1,-1,3,-2,10,1,0,-9,1
COc1ccc(C(=O)C[n+]2cccc(C)c2C)cc1[N+](=O)[O-],-4,-5,13,0,5,0,1,-4,-4
CC(=O)c1ccc(N(CC(=O)NC2CCCC2)C(=O)CCC(=O)Nc2cc(C)on2)cc1,-2,0,5,1,5,4,0,-3,6
Cn1cccc1C(=O)OCC(=O)NCCCc1ccccc1,-2,-3,9,-3,-1,3,2,4,-3
CN(C)c1ccc(/C=C(/NC(=O)c2ccccc2Cl)C(=O)NCCN2CCOCC2)cc1,22,9,20,-12,5,5,15,5,8
COc1ccc(/C=N/N2CCN(C)CC2)cc1OC,-1,-2,-12,-2,3,8,0,-10,0
Cc1onc(-c2ccccc2)c1C(=O)N/N=C(\N)COc1ccc(Cl)cc1,-4,-3,-1,-4,5,13,2,-2,6
S=C(NCc1ccccc1)N/N=C/c1cccs1,-2,-4,9,0,11,8,0,-13,-3

# An excerpt; count on the stated rates, not on these rows.
